LDHA inh – blocks human lactate dehydrogenase A; 480,000 compounds, 0.15% hits; AID 1347041; activity change, % (values are at about 110 or 230 µM); P00338; purified LDHA, NADH/diaphorase-resazurin fluorescence; stronger effect = lower value; in the data active means activity change below about -30%; inconclusive means mostly about -25% to -30%;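 further: plate controls were DMSO wells for no effect and wells without enzyme for full effect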
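Remaining NADH was detected by diaphorase (0.133 mg/mL) converting 37 µM resazurin to fluorescent resorufin, read at 0 and 20 minutes. The preceding 5-minute room-temperature reaction used 2 nM LDHA, 0.2 mM sodium pyruvate and 0.06 mM NADH at pH 7.4.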
Pol eta inh – blocks human DNA polymerase eta activity; Q9Y253; recombinant Pol eta, fluorescent DNA replication assay; Potency, µM (titrated, usually from 114 µM), without a hit: top-dose activity change, negative = inhibition, usual class: inhibitors; 390,000 compounds, 1.2% hits; further: potency means the concentration at half of the fitted maximal effect; on the % scale 0 is the no-effect control and ±100 the full control effect
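Pol eta at 10 nM preincubated with compounds 15 min at room temperature; reaction started with fluorescent substrate (50 nM final) and read kinetically at 0 and 10 min.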
Pol kappa inh – inhibitors of human DNA polymerase kappa; purified Pol kappa, fluorescent DNA synthesis assay, 10 min; Q9UBT6; 400,000 compounds, 0.53% hits; Potency, µM (doses to about 107 µM), inactives show at the highest dose activity, negative = inhibition, hits mostly inhibitors; further: potency means the concentration at half of the fitted maximal effect; on the % scale 0 is the no-effect control and ±100 the full control effect
Target sequence (Q9UBT6 whole entry, looked up): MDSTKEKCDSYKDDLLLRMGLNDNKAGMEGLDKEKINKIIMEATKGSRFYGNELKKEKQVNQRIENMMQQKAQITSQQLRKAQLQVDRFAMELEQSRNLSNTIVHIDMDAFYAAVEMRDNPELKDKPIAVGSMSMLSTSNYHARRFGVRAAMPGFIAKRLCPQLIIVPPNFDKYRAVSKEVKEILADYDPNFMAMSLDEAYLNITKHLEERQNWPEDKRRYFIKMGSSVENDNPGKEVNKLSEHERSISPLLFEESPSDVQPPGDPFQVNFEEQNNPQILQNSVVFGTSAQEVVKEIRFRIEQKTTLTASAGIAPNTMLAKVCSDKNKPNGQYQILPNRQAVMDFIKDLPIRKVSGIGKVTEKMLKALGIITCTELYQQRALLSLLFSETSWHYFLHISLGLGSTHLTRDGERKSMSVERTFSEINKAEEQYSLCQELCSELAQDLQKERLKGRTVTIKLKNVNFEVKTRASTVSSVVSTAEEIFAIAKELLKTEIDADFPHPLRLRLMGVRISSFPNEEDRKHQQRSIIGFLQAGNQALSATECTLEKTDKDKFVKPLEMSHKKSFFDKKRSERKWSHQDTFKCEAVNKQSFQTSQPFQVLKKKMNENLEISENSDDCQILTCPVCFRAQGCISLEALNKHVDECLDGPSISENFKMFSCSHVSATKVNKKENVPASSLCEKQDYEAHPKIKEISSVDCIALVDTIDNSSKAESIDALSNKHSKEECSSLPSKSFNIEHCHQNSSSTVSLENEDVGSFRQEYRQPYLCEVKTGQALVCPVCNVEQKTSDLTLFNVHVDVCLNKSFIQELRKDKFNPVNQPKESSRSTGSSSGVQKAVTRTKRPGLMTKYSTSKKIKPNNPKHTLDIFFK
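Here, compound and 10 nM enzyme are combined for 15 min at room temperature; adding 50 nM substrate (final) starts DNA synthesis, tracked by fluorescence at 0 and 10 min against buffer-only wells.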
Pol beta inh – DNA polymerase beta (human) inhibition | P06746 | Pol beta primer extension/strand displacement, fluorescence kinetic | Potency, µM (top dose mostly 114 µM), for inactives: at the highest dose activity change, negative = inhibition, hits mostly inhibitors | 340,000 compounds, 1.3% hits | AID 485314; further: potency means the concentration at half of the fitted maximal effect; on the % scale 0 is the no-effect control and ±100 the full control effect
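Pol beta (10 nM) and compounds were preincubated 15 min at room temperature, then 50 nM substrate (final) started primer extension/strand displacement. Reads were taken at 0 and 10 min; concentration-response data were fitted to a four-parameter Hill equation.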
RGS4 inh – human RGS4 inhibition; Transcreener GDP fluorescence polarization, RGS4-accelerated GTP hydrolysis; Potency, µM (series often up to 114 µM), without a hit: top-dose activity change, negative = inhibition, usual class: inhibitors; 390,000 compounds, 0.039% hits; AID 504845; further: potency means the concentration at half of the fitted maximal effect; on the % scale 0 is the no-effect control and ±100 the full control effect; nearly all actives have a fitted effect of over 75% in size; some results filed as inactive show a strong effect at the top dose
Target sequence (P49798 whole entry, looked up): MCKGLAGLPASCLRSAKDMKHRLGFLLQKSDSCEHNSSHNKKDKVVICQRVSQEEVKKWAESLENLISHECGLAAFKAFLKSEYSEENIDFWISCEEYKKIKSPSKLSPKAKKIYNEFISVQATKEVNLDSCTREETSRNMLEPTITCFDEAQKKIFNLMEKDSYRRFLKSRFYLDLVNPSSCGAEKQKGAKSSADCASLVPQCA
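MLSMR compounds (23 nl, pin-transferred) preincubated 10 min at room temperature with a 500nM (2x) first reagent, then RGS4 at 900nM (2x) plus Transcreener GDP mix added; fluorescence polarization (620/688 nm) read before and after 90 min at 30 °C.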
APE1 inh – blocks human APE1 abasic DNA cleavage; Potency, µM (titrated, usually from 65.8 µM), without a hit: at the highest dose activity change, negative = inhibition, most hits filed as inhibitors; AID 2517; P27695; 350,000 compounds, 0.35% hits; recombinant APE1, TAMRA/BHQ-2 abasic DNA cleavage fluorescence;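 further: potency means the concentration at half of the fitted maximal effect; plate controls were vehicle for no effect and reference inhibitor for full effect; nearly all actives have a fitted effect of over 55% in size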
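Kinetic fluorescence read (525 ex/598 em nm, three reads 60 s apart) of AP-site incision; signal = third minus first read. Enzyme 0.75 nM, dual-labelled THF duplex 50 nM, compound preincubation 15 min RT.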
ERG Ets-DNA blk – inhibitors of human ERG Ets domain-DNA interaction. P11308. fluorescence polarization, His-ERG Ets domain / labelled DNA. 370,000 compounds, 0.028% hits. Potency, µM (titrated, usually from 76.9 µM), for inactives: at the highest dose FP activity, negative = inhibition, usual class: inhibitors. AID 624246; active means well fitted inhibition curve with a large enough effect in the polarisation, with a control signal flat; inconclusive means small, poorly fitted or top-dose-only effect, or effect the other way, or a change in a side signal; inactive means no such curve, though single readings can be large or run the other way; the % refers to the polarisation;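 further: polarization taken with two DNA probes labelled with fluorescein and Texas red; potency means the concentration at half of the fitted maximal effect; % of control where 0% means no effect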
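His-tagged ERG Ets domain (1 uM in the protein solution; 300mM KCl, 50mM Tris-HCl, 1mM EDTA, 1mM DTT, pH 7.5) received compound, then a probe mix of 5 nM fluorescein-DNA and 100nM Texas-615-DNA. Fluorescence polarization was read for both dyes.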
12-LOX inh – blocks human arachidonate 12S-lipoxygenase. purified 12hLO, xylenol orange hydroperoxide absorbance. Potency, µM (top dose mostly 108 µM), without a hit: at the highest dose activity change, negative = inhibition, usual class: inhibitors. 580,000 compounds, 1.1% hits. AID 1671190; further: potency means the concentration at half of the fitted maximal effect; on the % scale 0 is the no-effect control and ±100 the full control effect
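Hydroperoxide product was detected by ferrous iron/xylenol orange as the 573 to 405 nm absorbance ratio. Arachidonic acid at 40 uM (final) was turned over for 30 min at room temperature by 150 nM human 12hLO, pH 7.0 Hepes buffer, after 15 min compound preincubation.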
Anesthetic bind – candidate novel general anesthetic via apoferritin binding. P02791. apoferritin/1-aminoanthracene competitive binding, fluorescence. Potency, µM (top dose mostly 77.5 µM), for inactives: at the top dose activity change, negative = displacement, most hits filed as inhibitors. 350,000 compounds, 0.074% hits; further: potency means the concentration at half of the fitted maximal effect; on the % scale 0 is the no-effect control and ±100 the full control effect; nearly all actives have a fitted effect of over 20% in size
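In PBS, apoferritin at 10 uM is loaded with 1-AMA from a 50% saturated solution. After 10 min of compound exposure at ambient temperature, reduced 535 nm fluorescence indicates probe displacement.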
* marks the source's active call; other numbers are inactive results; ? = inconclusive; · = no result given; & = joins results of further samples; [ ] = dose if it differs, or a comment. Unless noted, the call rests on the fitted dose curve; in most records, active means well fitted curve in the direction sought with a large enough effect; inconclusive means small, poorly fitted or top-dose-only effect, or another doubt; inactive means no such curve, though single readings can be large; an effect the other way counts as inactive or inconclusive. A portion of the library; rates above refer to the full screens.

SMILES	LDHA inh	Pol eta inh	Pol kappa inh	Pol beta inh	RGS4 inh	APE1 inh	ERG Ets-DNA blk	12-LOX inh	Anesthetic bind
Cc1ccccc1CC(=O)Nc1ccc(S(=O)(=O)N2CCN(C)CC2)cc1	-9	-5%	-7%	0%	4%	3%	-1%	129%[activator]	?
O=C(CCN1C(=O)c2ccccc2S1(=O)=O)NCc1ccco1	-5	1%	1%	-1%	8%	?	·	11%	-7%
O=C(COc1ccc(=O)n(-c2ccccc2)n1)Nc1ccccc1	-2	-10%	14%	-1%	-10%	2%	9%	17%	-7%
O=C(CNC(=O)c1ccc(Cl)cc1)OCCN1C(=O)c2ccccc2C1=O	-3	-11%	-2%	·	-7%	1%	8%	8%	·
CCC(C)[C@H](NC(=O)Nc1ccc(S(N)(=O)=O)cc1)C(=O)O (some centres undefined)	-8	-7%	0%	32%	-52%	9%	-6%	-1%	0%
COC(=O)C(NS(=O)(=O)CCl)C(C)C (centres undefined)	·	·	-8%	·	4%	-2%	·	·	0%
COC(=O)C1=C(C(=O)OC)[C@@H]2N(Cc3ccccc3)c3ccccc3[C@@]23C[C@@H](C(=O)OC)N(C(=O)CC(C)C)C3=N1	0	-25%	-5%	-11%	-4%	-5%[12.4 µM]	-8%	0%	3%
COc1cc(NC(=O)NCC2CCN(Cc3ccccc3C)CC2)cc(OC)c1OC	0	-4%	-11%	-3%	-12%	9%	8%	-1%	-5%
O=C(Cc1cccc(C(F)(F)F)c1)OCC(=O)N1CCN(S(=O)(=O)c2ccc(Cl)cc2)CC1	-4	-20%	6%	·	-9%	-15%	8%	?	·
COc1ccc2c(CC(=O)N[C@@H](Cc3c[nH]c4ccccc34)C(=O)O)cc(=O)oc2c1	11	-10%	-3%	56%	-19%	-9%	-3%	?	8%
O=C(COC(=O)c1ccc(F)cc1F)c1ccc[nH]1	-5	0%	-8%	·	7%	-10%	?	-3%	·
CS(=O)(=O)c1ccccc1-c1nc(-c2cc(C(F)(F)F)cc(C(F)(F)F)c2)no1	-2	-14%	-8%	0%	28%	1%	-7%	4%	-5%
CCCCOc1cc(C)nc(NCc2ccccc2)n1	0	-9%	-15%	?	-2%	-1%	7%	-2%	-12%
CCOc1ccc(NC(=O)CN(C)C(=O)c2ccc(N3CCCCC3)c([N+](=O)[O-])c2)cc1OCC	-3	-17%	-20%	·	-7%	-13%	-2%	14%	·
COc1cccc(-n2c(SCC(=O)NC(C)(C)C)nnc2-c2ccoc2C)c1	-6	-9%	-9%	-16%	0%	1%	-3%	0%	-15%
O=C(Cn1cc(C(F)(F)F)ccc1=O)NCc1ccc(F)cc1	-4	-12%	-5%	16%	-4%	-5%	-8%	16%	-6%
O=C(Nc1cc(S(=O)(=O)N2CCCCC2)ccc1Cl)c1ccccc1NS(=O)(=O)c1ccc(F)cc1	-5	-10%	-28%	?	-18%	-1%	-12%	?	-2%
CCc1ccc(/C=N\NC(=O)c2ccc(Br)o2)s1	1	-19%	4%	2%	-23%	1%	7%	7%	5%
COc1cccc2cc(C(=O)NCCc3c[nH]c4ccccc34)c(=O)oc12	4&-6	2%	-13%	-19%	5%[11.4 µM]	9%	16%	-4%&-7%	-23%
COc1cc(CNc2nnnn2C)ccc1OCc1ccc(F)cc1Cl	-3	-20%	-3%	9%	-3%	1%	-6%	-3%	?
CC1=C(C(=O)Nc2ccccc2)C(c2coc3ccccc3c2=O)C2=C(CCCC2=O)N1 (centres undefined)	-3	4%	-12%	-3%	12%	0%	3%	-37%	1%
Cc1ccccc1CN1c2ccccc2-c2nc(SCC(=O)NCCc3ccccc3)ncc2S1(=O)=O	-15	-13%	19%	31%	6%	·	0%	-28%	4%
Cc1cc(OCC(=O)Nc2ccc(C(=O)OC3CCCCC3)cc2)cc(C)c1Cl	-4	·	-11%	-30%	3%	·	3%	-22%	-9%
O=S(=O)(c1cccc(Cl)c1)c1nnn2c1nc(NC1CCCCCC1)c1sccc12	-8	0%	12%	11%	0%	·	7%	-6%	15%
O=C(OCc1ccccc1)N1CCOCCN(C(=O)OCc2ccccc2)CCOCC1	-5	12%	-8%	-9%	-5%	6%	3%	0%	-10%
More results
SMILES	LDHA inh	Pol eta inh	Pol kappa inh	Pol beta inh	RGS4 inh	APE1 inh	ERG Ets-DNA blk	12-LOX inh	Anesthetic bind
COC(=O)C1=C(C)N(Cc2ccccc2)C(=NCCCCO)N[C@H]1c1cccc(C(F)(F)F)c1	1	-21%	4%	-7%	-19%	9%&7%	-4%	-22%	-13%
COC1=C(c2ccccc2)C(=O)c2ccccc2C1=O	21	-12%	-1%	79%	-26%	-4%	-4%	-19%	2%
O=C(Nc1cccnc1)C1OCCc2ccccc21 (centres undefined)	-1	-15%	-11%	28%	-18%[11.4 µM]	-1%	-8%	0%	-10%
CCN(CC)Cc1c(O)ccc2c1O/C(=C\C=C\c1ccccc1)C2=O	-2	?	-5%	?	-15%[11.4 µM]	-3%	-2%	?	94%[activator]
Cc1cc(NC(=O)C2CCN(S(=O)(=O)c3c(C)noc3C)CC2)ccc1Br	2&-6	-3%&-22%	-17%&-3%	2%&-9%	17%&8%	-9%	-10%&0%	-2%&-6%	-7%&6%
Cc1nn(-c2ccccc2)c(C)c1C(=O)OC/C(O)=C(\C#N)c1nc2ccccc2[nH]1	10	?	-10%	-17%	-26%[56.9 µM]	-5%	0%	0%	-20%
CCc1cccc(C)c1NC(=O)c1ccccc1	-1	-7%	-3%	19%	-17%	3%	0%	21%	-7%
COc1cccc(N2CCN(S(=O)(=O)c3cn(C)cn3)CC2)c1	1	1%	-22%	1%	13%[11.4 µM]	-2%	-3%	36%	11%
COc1ccccc1CNC(=O)C1CC(=O)N(C2CCCC2)C1 (centres undefined)	-6	0%	0%	3%	15%	-2%	·	-2%	-4%
Fc1ccc2c(c1)c1n[nH]c(=S)nc1n2CCc1ccccc1	2	-9%	3%	-2%	-62%	33%	11%	?	-9%
Cc1nc(-c2ccccc2)sc1C(=O)CSc1ccc(Br)cc1	-6	-9%	-8%	-1%	21%	-1%	-9%	-20%	-1%
Cc1ccc(CN2C(=O)CCC2C(=O)NCCN(CC(C)C)CC(C)C)cc1 (centres undefined)	2	-13%	-10%	2%	-13%	-9%	-5%	0%	3%
CC(NC(=O)COC(=O)/C=C/c1cccc(C(F)(F)F)c1)c1ccccc1 (centres undefined)	-3	-12%	-2%	18%	-4%	6%	-10%	-5%	4%
COc1ccccc1N1CCN(C(=O)c2cn(-c3ccccc3)nc2-c2cccnc2)CC1	-3	-8%	-8%	19%	-13%	-1%	·	-7%	-24%
N/C(Cc1ccc([N+](=O)[O-])cc1)=N\OC(=O)COc1cccc2ccccc12	-1	-18%	-8%	30%	-3%	-4%	-3%	14%	?
COc1ccc(C(=O)O/N=C(\N)c2ccc(Br)cc2)cc1	-1	-8%	-5%	-2%	-24%	4%	5%	12%	-6%
CCCCCn1c(SCC(=O)c2ccccc2)nc2cc(C(=O)NCC3CCCO3)ccc2c1=O (centres undefined)	-7	33%[activator]	-5%	·	22%[11.4 µM]	·	-8%	8%	·
CCN1CCN(c2ccc(NC(=O)CCc3c(C)nc4c(-c5ccccc5)c(C)nn4c3C)cc2)CC1	-1	-3%	-5%	3%	9%	-6%	14%	?	-13%
O=c1cc(CSc2ccc(Cl)cc2)nc2nc[nH]n12	3	6%	-12%	0%	53%	4%	-7%	-34%	-17%
Cc1cccc(C)c1NC(=O)NC1(C(=O)N2CCCC2)CCCCC1	-7	-10%	6%	5%	-6%	18%	2%	?	-2%
COCCN(C(=O)CCC(=O)Nc1nccs1)C(C(=O)NC(C)(C)C)c1ccc(Cl)cc1 (centres undefined)	0	?	0%	18%	-24%	-1%	6%	-15%	-14%
CCCCSc1nc2c(cnn2-c2ccc(Cl)cc2)c(=O)[nH]1	-4	5%	-1%	3%	19%	-2%	0%	55%[activator]	-6%
NC(=O)c1cc(S(=O)(=O)NCCc2ccccc2)cs1	-4	-13%	4%	46%[activator]	-9%	9%	?	9%	-22%
CCc1ccc(NC(=O)N(Cc2ccco2)C(C)c2cccs2)cc1 (centres undefined)	0	-13%	-20%	4%	8%	-9%	1%	-3%	-20%
Fc1cccc(NCc2cccn2-c2nnc(N3CCOCC3)s2)c1	-2	-15%	4%	1%	-33%	·	9%	1%	-8%
COc1cccc(N/C=C/C(=O)c2ccc(OC)c(OC)c2)c1	3	1%	-2%	10%	-9%	1%	4%	-17%	52%[activator]
COc1cc(/C=N/NC(N)=O)ccc1OC(=O)c1cccs1	-4	-13%	-2%	8%	11%	-1%	9%	-18%	-21%
CCCCCOc1ccc(C(=O)CCC(=O)Nc2ccc(NC(C)=O)cc2)cc1	-11	1%	-24%	1%	22%	39%	-5%	?	3%
COc1ccc(C(=O)c2cn(CC(=O)Nc3ccc4c(c3)OCCO4)c3ccc(OC)cc3c2=O)cc1	-9	?	?	8.9µM*	?	·	0%	0%	-15%

Single records, from the list above. Values in the order: LDHA inh	Pol eta inh	Pol kappa inh	Pol beta inh	RGS4 inh	APE1 inh	ERG Ets-DNA blk	12-LOX inh	Anesthetic bind
CCCCSc1nc2c(cnn2-c2ccc(Cl)cc2)c(=O)[nH]1 across the screens: -4	5%	-1%	3%	19%	-2%	0%	55%[activator]	-6%
COc1cccc(N2CCN(S(=O)(=O)c3cn(C)cn3)CC2)c1 across the screens: 1	1%	-22%	1%	13%[11.4 µM]	-2%	-3%	36%	11%

Assay outcomes from PubChem.
